High-throughput results from PubChem BioAssay.
Abeta rescue – restores growth of yeast expressing A-beta42 peptide. yeast expressing A-beta42, growth rescue, OD600, 48 h; response scale: 0% DMSO, 100% iron-clioquinol control. Potency, µM (highest dose often 46.1 µM), inactives show at the highest dose growth rescue, hits mostly activators. hit rate 0.063% among 410,000; further: potency means the concentration at half of the fitted maximal effect; nearly all actives have a fitted effect of over 55% in size
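Growth rescue measured by 600 nm absorbance after 48 h yeast culture at 30 C with compound. Values normalized between DMSO and an equimolar ferric chloride plus clioquinol control.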
PLK1 PBD inh – PLK1 (human) polo-box domain binding inhibition | hit rate 2.8% among 360,000 | P53350 | Potency, µM, for the others: max response, negative = inhibition, most hits filed as inhibitors | Plk1 PBD binding of FITC phosphopeptide, fluorescence polarization; further: potency means the concentration at half of the fitted maximal effect; series mostly up to about 57 µM; on the % scale 0 is the no-effect control and ±100 the full control effect; nearly all actives have a fitted effect of over 65% in size
Target sequence (P53350 whole entry, looked up, the tested form may be a part): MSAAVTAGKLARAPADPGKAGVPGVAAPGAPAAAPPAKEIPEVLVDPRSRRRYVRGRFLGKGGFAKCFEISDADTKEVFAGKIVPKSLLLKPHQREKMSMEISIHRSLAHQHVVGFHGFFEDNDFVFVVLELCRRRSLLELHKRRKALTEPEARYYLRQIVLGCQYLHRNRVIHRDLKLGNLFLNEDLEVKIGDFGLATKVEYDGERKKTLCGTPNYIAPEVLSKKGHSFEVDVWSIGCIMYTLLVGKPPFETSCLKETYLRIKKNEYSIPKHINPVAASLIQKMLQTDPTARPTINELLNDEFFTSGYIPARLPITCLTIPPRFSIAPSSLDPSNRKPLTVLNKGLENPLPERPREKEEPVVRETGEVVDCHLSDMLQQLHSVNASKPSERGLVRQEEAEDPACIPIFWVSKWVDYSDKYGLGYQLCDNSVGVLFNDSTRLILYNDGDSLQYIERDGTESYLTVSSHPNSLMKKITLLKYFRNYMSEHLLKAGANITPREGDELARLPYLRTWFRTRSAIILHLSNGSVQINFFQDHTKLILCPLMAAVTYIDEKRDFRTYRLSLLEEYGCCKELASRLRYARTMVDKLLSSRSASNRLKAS
WRN inhibitor – WRN helicase (human) inhibition. hit rate 0.46% among 360,000. Potency, µM (highest dose often 114 µM), inactives show at the highest dose activity change, negative = inhibition, usual class: inhibitors. Q14191. WRN helicase unwinding, fluorescent forked duplex, kinetic; further: potency means the concentration at half of the fitted maximal effect; on the % scale 0 is the no-effect control and ±100 the full control effect; nearly all actives have a fitted effect of over 55% in size
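WRN at 20 nM final was preincubated with compound for 15 min at room temperature; reaction started with 100 nM forked duplex oligonucleotide carrying fluorophore and quencher plus 2 mM ATP (final). Unwinding followed kinetically by red fluorescence (ex 525/em 598 nm).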
EPAC1 ag – EPAC1 (human) agonism. EPAC1 agonist qHTS, biochemical assay; response scale: 100% = response to 6.5 mM cAMP. Potency, µM (series often up to 154 µM), for inactives: top-dose activation, most hits filed as activators. AID 720707. O95398. hit rate 0.073% among 360,000; further: potency means the concentration at half of the fitted maximal effect; nearly all actives have a fitted effect of over 60% in size
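Read-out is the fluorescence drop as BODIPY-GDP leaves Rap1B (480 nm excitation, 540 nm emission), recorded every 5 minutes over 30 minutes. Reactions held 100 nM EPAC1, 250 nM Rap1B–BODIPY-GDP and 50 uM GDP, with 6.5 mM cAMP setting full activation.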
FUS yeast rescue – suppressors of FUS proteinopathy in yeast. hit rate 0.24% among 390,000. Potency, µM (doses to about 76.6 µM), for the others: at the top dose growth rescue (activation), hits mostly activators. AID 1347120. S. cerevisiae FUS-expressing, growth rescue, OD600, 24 h;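 further: potency means the concentration at half of the fitted maximal effect; plate controls were DMSO vehicle for no effect and reference control for full effect; nearly all actives have a fitted effect of over 55% in size; some results filed as inactive show a strong effect at the top dose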
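Galactose (2%) drives FUS expression in yeast precultured in raffinose; seeding density OD 0.005. Test compounds incubated 24hr at 30C and 99% humidity before absorbance at 600 nm was measured.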
EPAC1 antag – EPAC1 (human) antagonism. O95398. EPAC1 GEF assay, Rap1b-BODIPY-GDP exchange fluorescence. Potency, µM (series often up to 115 µM), for the others: top-dose activity change, negative = inhibition, most hits filed as inhibitors. hit rate 0.14% among 360,000. AID 720709;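 further: potency means the concentration at half of the fitted maximal effect; plate controls were vehicle for no effect and positive control for full effect; nearly all actives have a fitted effect of over 50% in size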
PI5P4K alpha inh – inhibitors of human PI5P4K alpha | hit rate 1.2% among 330,000 | max response, % | PI5P4Kalpha enzyme, ADP-Glo luminescence, 60 min; active compounds read low | AID 652105 | P48426; active means max response of -50% or lower; inconclusive means between -30% and -50%; inactive means -30% or higher; further: value at the top dose of about 77 µM; on the % scale 0 is the no-effect control and ±100 the full control effect
Target sequence (P48426 whole entry, looked up): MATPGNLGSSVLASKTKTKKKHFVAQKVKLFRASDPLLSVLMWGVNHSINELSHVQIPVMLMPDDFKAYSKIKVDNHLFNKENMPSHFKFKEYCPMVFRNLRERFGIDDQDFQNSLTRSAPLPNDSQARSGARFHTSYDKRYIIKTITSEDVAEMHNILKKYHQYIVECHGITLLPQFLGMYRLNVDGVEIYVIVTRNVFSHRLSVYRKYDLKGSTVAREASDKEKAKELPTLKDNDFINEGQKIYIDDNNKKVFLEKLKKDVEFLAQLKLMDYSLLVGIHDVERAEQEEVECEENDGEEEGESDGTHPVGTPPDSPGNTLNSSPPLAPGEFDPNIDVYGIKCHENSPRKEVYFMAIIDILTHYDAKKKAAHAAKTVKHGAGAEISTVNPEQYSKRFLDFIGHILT
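Luminescence from ADP-Glo served as readout of PI5P4Kalpha activity in a qHTS format. Reaction: enzyme, substrate, compound, ATP at 5 microM final, 60 min at RT.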
IL-2 act – IL-2 activation; hit rate 0.065% among 360,000; activation, % (series mostly up to about 46 µM); AID 652025; IL-2 activation reporter assay, cell-based qHTS; stimulated with anti-CD3/CD4/CD28 beads; in transgenic mouse T cells; in the data active means activation above about 50%; inconclusive means mostly about 30% to 49%; further: 0% is about no effect
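Unstimulated transgenic mouse T cells, 750 per well, received compound and, after 60 minutes, anti-CD3/anti-CD4 bead plus anti-CD28 stimulation. EGFP and DsRed were quantified after 18 hours.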
Active calls of the source: *; ? = inconclusive; . = not tested or not shown; [ ] = remark or other dose. Unless noted, the call rests on the fitted dose curve; in most records, active means well fitted curve in the direction sought with a large enough effect; inconclusive means small, poorly fitted or top-dose-only effect, or another doubt; inactive means no such curve, though single readings can be large; an effect the other way counts as inactive or inconclusive. Random draw from the library. Share with any hit: about 4.1%.

Below each SMILES – Abeta rescue	PLK1 PBD inh	WRN inhibitor	EPAC1 ag	FUS yeast rescue	EPAC1 antag	PI5P4K alpha inh	IL-2 act
O=C(Cn1cnc2c(nnn2Cc2ccc(Cl)cc2)c1=O)NCC1CCCO1 (centres undefined)
 : -7%	-10%	20%	3%	20%	2%	.	-3.5
CCc1cc(C(=O)Cc2ccccn2)c(O)cc1O
 : 16%	-5%	-5%	-3%	0%	0%	6	-0.3
O=C(O)c1cccc(S(=O)(=O)Nc2ccc(N3CCCCC3)cc2)c1
 : -10%	-1%	-2%	-1%	14%	-1%	-3	0.9
C1CCc2nnc(C3CC3)n2CC1
 : -3%	-11%	8%	-1%	0%	-5%	2	-5.4
CCCC[C@@H]1C=C(C(=O)O)[C@H](c2ccc(Cl)c(Cl)c2)N1S(=O)(=O)c1ccc(C)cc1
 : -2%	30µM*	-16%	-25%	-6%	?	8	-0.4
Cc1ccc(S(=O)(=O)N2CCCCC2)cc1C(=O)N(C)CC(=O)Nc1cccc(F)c1
 : 7%	-1%	2%	-2%	16%	11%	-3	0.9
Cc1cc(C)nc(NC2=NCC(=O)N2c2ccc(Cl)cc2)n1
 : -11%	-5%	-1%	-15%	29%	-8%	2	0.9
C[C@H]1CN([C@@H](C)CO)C(=O)CCCn2nncc2CO[C@H]1CN(C)C(=O)Nc1cccc2ccccc12
 : -9%	-17%	2%	-6%	-10%	-17%	0	3.0
c1ccc(-c2ccc(C3=Nn4c(nnc4-c4cccs4)SC3)cc2)cc1
 : -22%	-4%	-17%	10%	24%	-14%	-3	-0.4
Cn1c(Cc2ccccc2)nnc1SCc1cc(=O)n2ccsc2n1
 : -10%	1%	-7%	1%	26%	-5%	-23	-2.2
Cc1cccnc1NC(=O)Nc1ccccc1
 : -5%	?	1%	1%	7%	0%	-10	-1.3
CCCCCn1c(CN2CCN(c3cc(Cl)ccc3C)CC2)nc2c1c(=O)[nH]c(=O)n2C
 : -2%	1%	-8%	8%	12%	-20%	.	-0.3
Cc1cc(C)n(/C(=C\N(C)C)C(=O)c2ccc(Cl)cc2)n1
 : 3%	8%	4%[57.1 µM]	-6%	3%	-2%	4	0.5
CCCOc1ccc(N2C(=O)CC(NCc3ccc(S(N)(=O)=O)cc3)C2=O)cc1 (centres undefined)
 : 1%	-3%	7%	-10%	1%	-13%	1	1.5
CCCS(=O)(=O)NC(=O)C1(C)CCN(C(=O)c2ccnc(Cl)c2)C1 (centres undefined)
 : -15%	-7%	5%	5%	-7%	-2%	-2	0.6

The list continues:
Below each SMILES – Abeta rescue	PLK1 PBD inh	WRN inhibitor	EPAC1 ag	FUS yeast rescue	EPAC1 antag	PI5P4K alpha inh	IL-2 act
CN(CC(=O)Nc1ccc(F)cc1)C(=O)COC(=O)C1=COCCO1
 : 11%	-4%	1%	-2%	-9%	-4%	8	-5.5
Cc1cc(C)c(N=C2CCCN2Cc2ccccc2)c(C#N)c1
 : 10%	-6%	0%	7%	-2%	-17%	11	-0.5
COc1ccccc1C(=O)C1CCCN(C(=O)c2ccccc2Cl)C1 (centres undefined)
 : -9%	3%	11%	-14%	-5%	8%	-7	-2.3
COc1ccc(S(=O)(=O)N2CCOCC2)cc1NC(=O)CSc1nnc(NC2CC2)s1
 : 12%	5%	-24%	6%	18%	-4%	1	-0.8
C#CCOCCOCCOCCNc1nc(N2CCN(C(=O)CCCCCCCCCCNC(=O)[C@H](CCCCN)n3cc(CCO)nn3)CC2)nc(N2CCN(C(=O)CCCCCCCCCCNC(=O)[C@H](CCCCN)n3cc(CCO)nn3)CC2)n1
 : 11%	-9%	-10%	-15%	?	7%	-67*	-0.4
COc1ccc(CC(=O)NNC(=S)NC(=O)c2cccnc2)cc1
 : -21%	?	-7%	-3%	1%	-1%	-11	-4.6
O=C(COc1ccccc1Br)N1CCN(C(=O)c2cccs2)CC1
 : 22%	-5%	-7%	-13%	.	-10%	-8	0.0
Cc1ccc(NC(=O)C2Cc3ccccc3CN2C(=O)c2ccco2)cc1S(=O)(=O)N(C)C (centres undefined)
 : 5%	-1%	-8%	0%	9%	3%	-15	-3.2
CC(=O)N(Cc1c(C#N)c2ccccc2n1C)c1ccccc1
 : -17%	-8%	15%	-4%	9%	10%	-7	-0.2
O=C(NCc1ccccc1Cl)c1cc2c(s1)CS(=O)(=O)C2
 : 3%	-13%	-7%	1%	35%	-14%	?	-1.5
COc1cccc(CNC(=O)CSc2nnc3c(n2)[nH]c2ccc(C)cc23)c1
 : 0%	0%	-5%[57.1 µM]	-8%	-23%	-6%	1	-0.5
CCc1ccc(NC(=O)Nc2cc(C(=O)NCC3CCCO3)ccc2N2CC3CC(C2)c2cccc(=O)n2C3)cc1 (centres undefined)
 : 6%	?	-8%	-3%	45%	9%	1	0.6
CC(C(=O)Nc1ccccc1Cl)N(c1ccccc1)S(C)(=O)=O (centres undefined)
 : 6%	?	10%[57.1 µM]	-2%	-6%	-5%	-2	0.7
Cc1ccc(C)c(N2CCN(C(=S)NC3CCCCC3)CC2)c1
 : 0%	1%	3%	-3%	.	-8%	8	0.1
CC1C(=O)N(Cc2cn(CCC3OCCCO3)nn2)CCS(=O)(=O)N1Cc1ccc(-c2ccc(Cl)c(Cl)c2)cc1 (centres undefined)
 : -8%	-2%	1%	-2%	?	11%	8	-2.7

Carrying on.
Below each SMILES – Abeta rescue	PLK1 PBD inh	WRN inhibitor	EPAC1 ag	FUS yeast rescue	EPAC1 antag	PI5P4K alpha inh	IL-2 act
O=C(COC(=O)CC1CCCC1)Nc1ccc(Br)cc1F
 : -3%	-7%	11%	3%	10%	-3%	-1	0.2
CCc1cc2ccc(C)cc2nc1SCC(=O)c1ccc(NC(C)=O)cc1
 : -6%	-5%	-16%	20%	17%	-2%	.	-1.1
CCOC(=O)c1c(NC(=O)CSC(=S)N2CCOCC2)sc(C)c1C
 : -12%	-6%	2%	-4%	.	-8%	-3	1.4
C/C=C/C(=O)N1c2ccc(C)cc2C(C)=CC1(C)C
 : 9%	-11%	-9%	-6%	-24%	?	1	1.6
CC(C)(CSc1nncn1/N=C/c1ccco1)NS(=O)(=O)c1ccc(Cl)cc1
 : -4%	-4%	-7%	-5%	18%	3%	-5	0.2
Cc1cc(C)cc(NC(=O)CN2C(=O)c3ccccc3C2=O)c1
 : 4%	-3%	6%	-2%	-12%	-3%	-1	1.4
Cc1ccsc1/C=C1/SC(N2CC(C)OC(C)C2)=NC1=O (centres undefined)
 : -23%	30µM*	-8%	5%	11%	5%	11	-3.2
CC(=O)Nc1ccc(NC(=O)CCn2nnc3ccccc32)cc1
 : -1%	19µM*	4%	-4%	2%	-12%	-25	-3.8
Clc1cccc(OCCN2CCOCC2)c1
 : 20%	4%	-6%	5%	-10%	2%	2	-2.1
CCc1cc(-c2nnn(CCC3COCCO3)c2CC)cc(CC)c1-c1cn(CCc2c[nH]c3ccccc23)nn1 (centres undefined)
 : 4%	-7%	-4%	5%	31%	2%	-2	-2.5
O=C(CC(=O)NCc1ccc(Cl)cc1)NCc1ccccc1
 : -3%	-14%	5%[57.1 µM]	5%	6%	-12%	-2	0.0
S=C(NC1CCCCC1)N1CCn2cccc2C1c1ccncc1 (centres undefined)
 : -20%	-8%	2%	6%	0%	-10%	1	0.7
C=C1CCN([C@@H](CC(C)C)C(=O)Nc2ccc(OC)cc2)S(=O)(=O)c2ccccc21
 : 13%	6%	-10%	8%	32%	-15%	13	-0.5
CC1(C)OC2CC3C4CC=C5CC(O)CCC5(C)C4CCC3(C)C2(C(=O)CO)O1 (centres undefined)
 : 6%	5%	-2%	5%	11%	1%	0	-0.4
CC(C)(C)CN1CCNC(=O)C1CC(=O)NCCc1ccccc1F (centres undefined)
 : -20%	-9%	-9%	0%	8%	30%[activator]	-8	0.2

Quoted at random: seven entries already listed.
Below each SMILES – Abeta rescue	PLK1 PBD inh	WRN inhibitor	EPAC1 ag	FUS yeast rescue	EPAC1 antag	PI5P4K alpha inh	IL-2 act
C/C=C/C(=O)N1c2ccc(C)cc2C(C)=CC1(C)C
 : 9%	-11%	-9%	-6%	-24%	?	1	1.6
COc1ccc(CC(=O)NNC(=S)NC(=O)c2cccnc2)cc1
 : -21%	?	-7%	-3%	1%	-1%	-11	-4.6
O=C(CC(=O)NCc1ccc(Cl)cc1)NCc1ccccc1
 : -3%	-14%	5%[57.1 µM]	5%	6%	-12%	-2	0.0
O=C(O)c1cccc(S(=O)(=O)Nc2ccc(N3CCCCC3)cc2)c1
 : -10%	-1%	-2%	-1%	14%	-1%	-3	0.9
Cc1cccnc1NC(=O)Nc1ccccc1
 : -5%	?	1%	1%	7%	0%	-10	-1.3
CCc1cc2ccc(C)cc2nc1SCC(=O)c1ccc(NC(C)=O)cc1
 : -6%	-5%	-16%	20%	17%	-2%	.	-1.1
COc1ccccc1C(=O)C1CCCN(C(=O)c2ccccc2Cl)C1 (centres undefined)
 : -9%	3%	11%	-14%	-5%	8%	-7	-2.3

Remaining list, next part
Below each SMILES – Abeta rescue	PLK1 PBD inh	WRN inhibitor	EPAC1 ag	FUS yeast rescue	EPAC1 antag	PI5P4K alpha inh	IL-2 act
O=S(=O)(c1ccccc1)c1nc(-c2ccccc2F)oc1NCc1cccnc1
 : -16%	-14%	-2%	0%	33%	-23%	5	-0.6
OC[C@@H]1CN(Cc2ccc(-c3ccccc3)cc2)C[C@H](n2cnc3c(Nc4ccccc4)ncnc32)O1
 : ?	-1%	4%[57.1 µM]	-11%	?	-1%	33	-0.8
COc1ccc(CCNC(=O)C(=O)Nc2nccs2)cc1OC
 : 7%	-3%	7%	-7%	12%	11%	4	-0.6
CC1(C)Cc2c(sc3ncn4nc(-c5ccco5)nc4c23)CO1
 : -4%	0%	5%	-3%	-7%	12%	-4	0.4
CN(C)c1nc(OCCOC(=O)c2ccccc2)nc(N(C)C)n1
 : -8%	0%	5%	2%	2%	-7%	.	1.6
